# Screening data from PubChem BioAssay.
# CAL PDZ FP-1 = CAL PDZ (human) peptide binding inhibition | Q9HD26 | purified CAL PDZ, TMR-peptide fluorescence polarization, 1 h | inhibition, % at 24.9 µM | 300,000 tested, 0.92% active | AID 602252;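 active = mean inhibition of at least 30% with at least half of replicates also reaching 30%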;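 also: 0% = DMSO neutral control and 100% = excess unlabeled competitor peptide PRC23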
# PKA-R2B activ = activators of human PKA-R2B complex. activation, % at 11.4 µM. AID 504700. 340,000 tested, 0.079% active. PKA-R2B holoenzyme dissociation, Cy5-IP20 fluorescence polarization; R2B truncated from residue 108, S112A mutant; 0% DMSO only, 100% 113 µM cGMP;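 active = activation above a cutoff set at the mean over all compounds plus 3 SD, cut at about 18% in these data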;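 also: higher means more holoenzyme dissociation and a rise in polarization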
# Target sequence (P31323 whole entry, looked up, other chains not shown, the tested form may be a part): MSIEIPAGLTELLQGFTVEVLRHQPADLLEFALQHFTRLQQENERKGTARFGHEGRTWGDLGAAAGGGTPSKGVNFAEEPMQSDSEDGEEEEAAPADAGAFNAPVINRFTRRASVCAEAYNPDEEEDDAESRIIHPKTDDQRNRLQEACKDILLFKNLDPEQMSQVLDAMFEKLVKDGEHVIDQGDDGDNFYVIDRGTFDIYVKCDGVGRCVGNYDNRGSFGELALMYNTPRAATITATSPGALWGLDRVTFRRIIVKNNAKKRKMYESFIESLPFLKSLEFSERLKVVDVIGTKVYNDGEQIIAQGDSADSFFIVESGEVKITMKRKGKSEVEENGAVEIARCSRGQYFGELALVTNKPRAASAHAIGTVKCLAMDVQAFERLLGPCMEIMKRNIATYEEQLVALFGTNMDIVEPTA
# C-LANA FP = inhibitors of KSHV LANA C-terminal domain DNA binding; MBP-C-LANA/FAM-LBS DNA binding, fluorescence polarization; 340,000 tested, 0.078% active; inhibition, % at 9 µM; AID 504423;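 active = highest replicate inhibition at or above 60% at 9 µM, even if other replicates fall short; inactive = all replicates below 60% inhibition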;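 also: 0% = neutral control wells and 100% = 4 µM acridine orange control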
# RTF Ca sens inh = cardiac RTF calcium desensitization | IANBD-labeled cardiac RTF, Ca2+ fluorescence | inhibition, % at 7.15 µM | 340,000 tested, 0.12% active | AID 493244;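 active = inhibition above the mean inhibition of all tested compounds plus 3 SD, cut at about 17% in these data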;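 also: assay run at fixed EC70 calcium of 1.6 mM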
# SR-BI DiI-HDL act = activators of SR-BI mediated HDL lipid uptake. 320,000 tested, 0.096% active. AID 504775. activation, % at 12.5 µM. CHO ldlA[mSR-BI] cells, DiI-HDL uptake fluorescence, 3 h; 100 = double the neutral-control signal;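 active = mean replicate activation of at least 60% and every replicate at or above 60%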;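 also: 0% = median plate neutral-control signal and 100% = twice that signal; values of inactives mirror those of a sister screen read the other way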
#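 Material: SR-BI-overexpressing, LDLR-lacking CHO cells | Dosing: Single compound concentration, delivered by pin transfer | Probe or stimulus: Labelled HDL, 10 µg/mL | Signal: Bottom-read cell fluorescence after medium removal, ex 550/em 595 nm | Schedule: 3 h, 37 °C | Evaluation: HDL uptake via cellular fluorescence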
# Rtt109 Vps75 = blocks Candida albicans Rtt109/Vps75 acetyltransferase activity; 330,000 tested, 0.16% active; Q5AAJ8; inhibition, % at 34.9 µM; purified Rtt109/Vps75, ThioGlo CoA-SH fluorescence, 4 h;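 active = inhibition of at least 50% in every replicate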
# cardiac RTF act = cardiac RTF calcium sensitization; IANBD-labeled TnC RTF fluorescence at EC20 calcium; 0% EC20 calcium, 100% full calcium; AID 493008; P19429+P45379; 340,000 tested, 0.24% active; activation, % at 7.2 µM;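 active = activation above the mean over all tested compounds plus 3 SD, cut at about 30% in these data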;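 also: rise in fluorescence read as greater calcium sensitivity of cardiac thin filaments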
# Keap1-Nrf2 PPI = Keap1-Nrf2 (human) interaction inhibition. Q14145. Keap1 Kelch-Nrf2 peptide fluorescence polarization, 1536-well. inhibition, % at 9.4 µM. 340,000 tested, 0.15% active; in the data active = inhibition above about 12%;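 also: human Keap1 Kelch domain with fluorescein labeled Nrf2 9mer peptide probe; 0% = neutral control wells and 100% = peptide positive control; higher means more block of Keap1 binding to Nrf2 peptide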
# Target sequence (Q14145 whole entry, looked up, the tested form may be a part): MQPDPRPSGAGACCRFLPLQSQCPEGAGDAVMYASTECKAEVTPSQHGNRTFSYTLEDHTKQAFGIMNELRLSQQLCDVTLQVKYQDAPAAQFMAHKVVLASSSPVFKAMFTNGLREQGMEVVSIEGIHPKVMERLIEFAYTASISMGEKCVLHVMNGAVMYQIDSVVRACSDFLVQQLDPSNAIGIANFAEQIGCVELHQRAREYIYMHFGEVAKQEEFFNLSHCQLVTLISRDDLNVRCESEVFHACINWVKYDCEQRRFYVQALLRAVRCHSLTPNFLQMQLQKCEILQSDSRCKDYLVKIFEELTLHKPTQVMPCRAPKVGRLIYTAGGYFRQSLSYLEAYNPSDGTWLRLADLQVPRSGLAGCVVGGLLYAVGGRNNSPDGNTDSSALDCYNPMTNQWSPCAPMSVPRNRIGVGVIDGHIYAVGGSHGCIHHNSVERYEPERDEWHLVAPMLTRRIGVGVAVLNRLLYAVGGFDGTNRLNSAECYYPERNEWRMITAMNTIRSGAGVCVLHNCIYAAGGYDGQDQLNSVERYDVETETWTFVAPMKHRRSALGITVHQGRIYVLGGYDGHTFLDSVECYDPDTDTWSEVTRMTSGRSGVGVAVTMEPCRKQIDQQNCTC
# DAGLB inhibitor = blocks human DAGLB lipase activity | HEK293T DAGLB membrane lysate, EnzChek fluorogenic substrate | AID 504411 | 340,000 tested, 0.059% active | inhibition, % at 5.17 µM; in the data active = inhibition above about 34%;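 also: 0% = enzyme with vehicle and 100% = wells lacking enzyme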
# CAL PDZ FP-2 = blocks peptide binding to human CAL PDZ domain. Q9HD26. purified CAL PDZ, TMR-peptide fluorescence polarization, 1 h. inhibition, % at 20 µM. 330,000 tested, 0.02% active. AID 504414;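 active = highest replicate inhibition of at least 40%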;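 also: plate controls were DMSO neutral control wells for no effect and unlabeled competitor peptide control wells for full effect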
#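 material = purified tagged CAL PDZ domain construct (CerCALP) | buffer or medium = sodium phosphate/NaCl buffer pH 7.4 with TCEP, IgG, Thesit | reagent = TMR-labelled reporter peptide T*-PRC34 bound in PDZ groove | incubation = 1 h room-temperature incubation prior to read | measured by = fluorescence polarization (mP) | evaluation = percent inhibition from loss of millipolarization | control set = unlabelled peptide and DMSO controls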
# * hit, by the source's call; · = not tested or not shown.
SMILES,CAL PDZ FP-1,PKA-R2B activ,C-LANA FP,RTF Ca sens inh,SR-BI DiI-HDL act,Rtt109 Vps75,cardiac RTF act,Keap1-Nrf2 PPI,DAGLB inhibitor,CAL PDZ FP-2
CC1CCC(N2CCN(c3ncccn3)CC2)C1 (centres undefined),0,-2,3.2,-23,24,-1,-5,0,-5,·
CCC(C)NS(=O)(=O)c1ccc(NC(=O)C2CCCO2)cc1 (centres undefined),1,-1,0.5,-7,20,1,2,-2,0,-0.5
COc1cc(C)ccc1OCCCOc1c(Cl)cccc1Cl,-3,-3,-0.2,0,-29,-6,9,-3,-19,-1.1
CC(Sc1nccn1C)C(=O)NC1(C#N)CCCCC1 (centres undefined),2,4,-0.9,-8,-3,-6,3,4,3,0.0
CCN(CC)S(=O)(=O)c1cc(C)ccc1SC,·,-16,1.5,0,-14,3,6,0,3,-1.2
OCC1(Cc2ccc(F)cc2F)CCCN(CCCc2ccccc2)C1 (centres undefined),-2,6,-1.9,9,12,-1,-5,-8,-3,·
COc1cc(NC(=S)NCc2ccc(S(N)(=O)=O)cc2)c(OC)cc1Cl,-1,-14,0.5,0,-14,4,4,-1,0,-0.7
COc1ccccc1-c1nc(C#N)c(N2CCC(Cc3ccccc3)CC2)o1,-4,-7,0.6,-2,5,7,2,2,-9,-0.5
CC(=O)N(CCC1(C(C)C)CCOC(C)(C)C1)Cc1ccco1 (centres undefined),-4,-1,0.3,-5,-3,5,0,-2,2,0.2
CC1(C)Cc2ccccc2-c2nnc(SCc3ccc(C#N)cc3)n21,0,-15,-0.2,-8,-4,·,-4,-4,0,-2.9
CNCc1ccccc1Sc1ccc(OC)cc1,·,0,0.3,-12,5,-28,-4,-4,0,0.0
N=c1oc2cc(O)ccc2cc1C(=O)Nc1ccc(F)cc1,-5,-3,-2.1,-2,0,8,-2,-1,-1,-0.6
COc1cccc(S(=O)(=O)NCc2ccc(C(=O)NCC3CCCO3)cc2)c1 (centres undefined),-4,-8,3.1,-8,-15,3,-5,3,2,-0.8
Cc1cccc2sc(N(CCN3CCOCC3)C(=O)CCS(=O)(=O)c3ccccc3)nc12,0,1,-1.1,7,-10,5,-3,1,-1,-2.4
Clc1ccc(CNC2CCN(Cc3ccccc3)CC2)cc1,·,-7,2.7,-3,12,0,0,-1,-3,0.7
CSCc1c(C(=O)NC2CCCc3ccccc32)oc2ccccc12 (centres undefined),-6,0,-1.5,1,10,-8,4,-2,-1,-2.3
Nc1nc(SCC(=O)NCc2ccco2)[nH]c(=O)c1-c1ccccc1,0,-4,-1.2,-7,5,-5,7,-4,5,-3.0
CCn1c(CN2CCN(c3cccc(C)c3C)CC2)n[nH]c1=S,0,-10,0.3,5,-12,-2,11,-3,1,-1.0
Cc1c(N2C(=O)/C(=C\c3ccc(N(C)C)cc3)N(C)C2=S)c(=O)n(-c2ccccc2)n1C,-1,0,-13,-23,-36,25,28,-7,7,-2.0
COCCn1cc(-c2csc(N)n2)c2ccccc21,-3,-5,3.7,-7,-15,-8,3,-6,-3,0.2
CCc1cc2cc(C)c(C)cc2nc1SCC(=O)NNC(=O)c1ccco1,-1,9,-4.2,9,-75,0,4,1,3,1.1
COc1ccc(C(O)P(=O)(OCc2ccccc2)c2ccc(N(C)C)cc2)cc1 (centres undefined),·,0,2.3,-4,-1,-2,2,0,-1,-1.1
CCN(CC(=O)Nc1ccccc1C(F)(F)F)C(=O)CCOc1ccc(C)cc1,-7,-13,0.3,-10,9,-7,-8,5,-1,-1.7
O=C(CCNS(=O)(=O)c1cccs1)Nc1nccs1,-3,5,-1.3,-14,33,5,-3,-4,-1,0.6
Cc1cc(NC(=O)CSc2nc3c(C)cccc3cc2C)no1,4,5,0.6,-6,0,17,-5,0,-3,-2.9
COc1ccc(CCCNC(=O)C2CCC(=O)N(CCc3cccc(F)c3)C2)cc1 (centres undefined),-5,-1,-0.7,-5,-10,0,-1,-4,3,-3.1
CCCCN=C1N/C(=C\c2ccco2)C(=O)N1c1ccccc1,-4,7,0.6,-15,-42,3,16,1,0,-0.5
COc1ccccc1NC(=O)COc1ccc(C(=O)OCC(=O)NC(C)(C)C)cc1OC,-10,0,0.3,2,-51,3,1,-10,-2,-5.9
Cc1nc2nc(CNC(=O)OC(C)(C)C)nn2c(C)c1CCC(=O)Nc1ccc2c(c1)OCO2,·,-3,-0.7,-4,-43,9,-1,2,0,0.4
COCCNC(=O)C(c1cccs1)N(C(=O)Cn1nnc2ccccc21)c1ccc(OC)cc1 (centres undefined),1,-11,0.4,5,19,6,-1,-5,4,0.0
COc1ccccc1CNC(=O)CCCN1C(=O)COc2ccc(C)cc21,-2,-5,-0.1,-9,-33,1,1,2,2,-1.5
COc1ccc(N2CCN(C(=O)CCCCCn3c(=S)[nH]c4cc5c(cc4c3=O)OCO5)CC2)cc1,1,-11,0.6,4,5,3,1,3,1,-2.9
O=C(c1ccc(Cl)c(F)c1F)N1CCCC1,-2,-7,1.4,11,12,-13,-6,-3,-1,-0.3
Cc1cc(OC(=O)c2ccccc2Cl)cc(=O)n1C,-4,-4,-2.6,0,0,3,-2,-35,-1,-0.3
Cn1cnc([N+](=O)[O-])c1SCCO,·,10,0.2,-1,-10,-11,2,2,0,-1.2
NNc1nc(-c2ccccc2)cc(-c2ccccc2)n1,3,8,-1.7,-13,-10,-2,0,-1,-6,-5.0
S=C(NCCN1CCCCC1)Nc1ccccc1,-3,-3,0.0,-2,33,6,-5,-4,-2,-2.6
Cc1cc(-c2nnc(SCC(=O)Nc3ccc(F)cc3)n2N)n[nH]1,9,-3,0.0,-6,1,0,1,-4,1,-0.3
Cc1ccc(NC(=O)CS(=O)CC(=O)NCC2OCCc3ccccc32)c(C)c1 (centres undefined),-5,-6,-0.7,-6,13,9,-4,-2,-3,0.6
CNC(=S)NNC(=O)Cc1ccc(O)cc1,0,3,0.0,-11,-12,45,5,-2,-6,-0.8
O=C(O)C1CCCCC1C(=O)Nc1cc(C(F)(F)F)ccc1Cl (centres undefined),-7,12,2.1,2,9,·,4,4,-1,-0.1
COC(=O)C1=C(C)Nc2[nH]c(=S)[nH]c(=O)c2C1c1ccc(OC)cc1 (centres undefined),3,6,0.5,-5,13,-18,-6,0,0,-1.1
CC1Cc2ccccc2N1CC(=O)Nc1ccc(S(=O)(=O)N(C)C)cc1 (centres undefined),3,7,-0.7,-3,·,-3,-1,-3,2,-0.6
Cc1nc2c(cc1NC(=O)c1ccccc1)nc(C)n2Cc1ccccc1,-4,8,-0.1,-4,19,-5,-6,-3,-2,-0.6
O=C(C(Cc1ccccc1)N1C(=O)C2C3C=CC(C3)C2C1=O)N1CCCCC1 (centres undefined),0,-4,-0.8,-8,9,-4,2,-4,-2,-0.5
COc1cccc(Nc2nc(CN3CCOCC3)nc3sc4c(c23)CCCC4)c1,-5,2,-0.2,-3,-17,-5,-3,-6,-2,-2.5
C=CCNC(=O)NC(=O)COC(=O)C(C)Oc1ccc(Cl)cc1Cl (centres undefined),-1,2,1.0,-4,24,-18,-5,-4,0,-0.2
C=CCn1c(CCc2ccc(OC(C)C)cc2)n[nH]c1=S,3,-4,0.5,7,-35,4,-3,3,1,-0.1
CCOC(=O)C1=C(CCc2ccccc2)NC(=O)NC1c1cccc([N+](=O)[O-])c1 (centres undefined),-2,-14,-0.2,2,-65,1,6,-4,2,-0.5
COc1ccc(N2C(=O)NC(NC(=O)c3cccnc3)(C(F)(F)F)C2=O)cc1 (centres undefined),·,-6,0.3,-8,10,-1,4,2,-2,-0.1
Cc1ccc(NC(=O)CNC(=O)c2cccs2)nc1,-3,-3,-0.3,-18,19,-1,-5,2,4,0.0

# Entries listed so far that contain a halogen, in the order listed:
SMILES,CAL PDZ FP-1,PKA-R2B activ,C-LANA FP,RTF Ca sens inh,SR-BI DiI-HDL act,Rtt109 Vps75,cardiac RTF act,Keap1-Nrf2 PPI,DAGLB inhibitor,CAL PDZ FP-2
COc1cc(C)ccc1OCCCOc1c(Cl)cccc1Cl,-3,-3,-0.2,0,-29,-6,9,-3,-19,-1.1
OCC1(Cc2ccc(F)cc2F)CCCN(CCCc2ccccc2)C1 (centres undefined),-2,6,-1.9,9,12,-1,-5,-8,-3,·
COc1cc(NC(=S)NCc2ccc(S(N)(=O)=O)cc2)c(OC)cc1Cl,-1,-14,0.5,0,-14,4,4,-1,0,-0.7
N=c1oc2cc(O)ccc2cc1C(=O)Nc1ccc(F)cc1,-5,-3,-2.1,-2,0,8,-2,-1,-1,-0.6
Clc1ccc(CNC2CCN(Cc3ccccc3)CC2)cc1,·,-7,2.7,-3,12,0,0,-1,-3,0.7
CCN(CC(=O)Nc1ccccc1C(F)(F)F)C(=O)CCOc1ccc(C)cc1,-7,-13,0.3,-10,9,-7,-8,5,-1,-1.7
COc1ccc(CCCNC(=O)C2CCC(=O)N(CCc3cccc(F)c3)C2)cc1 (centres undefined),-5,-1,-0.7,-5,-10,0,-1,-4,3,-3.1
O=C(c1ccc(Cl)c(F)c1F)N1CCCC1,-2,-7,1.4,11,12,-13,-6,-3,-1,-0.3
Cc1cc(OC(=O)c2ccccc2Cl)cc(=O)n1C,-4,-4,-2.6,0,0,3,-2,-35,-1,-0.3
Cc1cc(-c2nnc(SCC(=O)Nc3ccc(F)cc3)n2N)n[nH]1,9,-3,0.0,-6,1,0,1,-4,1,-0.3
O=C(O)C1CCCCC1C(=O)Nc1cc(C(F)(F)F)ccc1Cl (centres undefined),-7,12,2.1,2,9,·,4,4,-1,-0.1
C=CCNC(=O)NC(=O)COC(=O)C(C)Oc1ccc(Cl)cc1Cl (centres undefined),-1,2,1.0,-4,24,-18,-5,-4,0,-0.2
COc1ccc(N2C(=O)NC(NC(=O)c3cccnc3)(C(F)(F)F)C2=O)cc1 (centres undefined),·,-6,0.3,-8,10,-1,4,2,-2,-0.1

# Not a hit list, and some 1.6% of all compounds hit somewhere here.
